HCV inh – qHTS Assay for Inhibitors of Hepatitis C Virus (HCV) | Huh7.5.1 HCVcc-Cre infection, luciferase reporter, 44 h | Potency, µM (highest dose often 41.8 µM), inactives show at the highest dose activity change, negative = inhibition, hits mostly inhibitors | actives 3.4% (n = 340,000) | AID 651820, 2012; further: potency means the concentration at half of the fitted maximal effect
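Cells seeded at 1,000/well and cultured 4 h, then compounds added followed by HCVcc-Cre virus (~0.5 moi). After 44 h further culture, luciferase substrate was added, plates held 15 min at room temperature, and luminescence read for 15 sec.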
HCMV inh – qHTS Assay for inhibitors of the human cytomegalovirus (HCMV); HFF cells, HCMV-luciferase reporter, 72 h; hits give low values; activity change, negative = inhibition, % at 57.5 µM; actives 4.5% (n = 410,000); AID 1259415, 2018; in the data active means activity change below about -60%; inconclusive means no clear call, values can overlap the other calls; inactive means above about -39%
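Cell-based, HFFs, 1000 cells/well, 16 h 37C; cpds in DMSO + HCMV-luc, MOI 1 PFU/cell; 72 h 37C; OneGlo luminescence after 5 min RT; norm. to buffer vs Salinomycin 10uM.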
LmPK inhibitor – qHTS Assay for Inhibitors of Leishmania Mexicana Pyruvate Kinase (LmPK) | Q27686 | purified LmPK, Kinase-Glo ATP luminescence, 1 h | Potency, µM (top dose mostly 57.5 µM), for inactives: at the top dose activity change, negative = inhibition, usual class: inhibitors | actives 0.37% (n = 290,000) | AID 1721, 2009; further: potency means the concentration at half of the fitted maximal effect
Target sequence (Q27686 whole entry, looked up): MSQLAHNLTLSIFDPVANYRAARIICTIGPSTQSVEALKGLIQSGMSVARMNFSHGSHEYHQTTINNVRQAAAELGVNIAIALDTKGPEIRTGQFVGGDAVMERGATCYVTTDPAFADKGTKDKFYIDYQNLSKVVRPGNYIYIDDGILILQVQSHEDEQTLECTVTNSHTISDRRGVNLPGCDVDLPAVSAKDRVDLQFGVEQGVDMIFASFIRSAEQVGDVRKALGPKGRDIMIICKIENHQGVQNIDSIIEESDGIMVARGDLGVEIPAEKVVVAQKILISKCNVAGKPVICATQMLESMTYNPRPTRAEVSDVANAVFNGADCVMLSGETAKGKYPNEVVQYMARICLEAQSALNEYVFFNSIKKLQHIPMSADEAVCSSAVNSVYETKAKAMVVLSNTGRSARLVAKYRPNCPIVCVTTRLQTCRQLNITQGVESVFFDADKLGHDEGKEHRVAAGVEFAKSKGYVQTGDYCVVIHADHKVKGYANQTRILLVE
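In 50 mM imidazole pH 7.2 with 7 mM MgCl2, LmPK (0.1 nM) turned over PEP (0.5 mM) and ADP (0.1 mM) for 1 h at room temperature. Luciferase read-out of ATP.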
TbPYK inhibitor – qHTS of Trypanosoma Brucei Inhibitors | AID 624173, 2012 | Potency, µM (titrated, usually from 76.8 µM), without a hit: top-dose activity, negative = inhibition, hits mostly inhibitors | pyruvate kinase (Trypanosoma brucei), Q57TT1 | TbPYK enzyme, Kinase-Glo Plus ATP luminescence, 45 min | actives 0.12% (n = 410,000); further: potency means the concentration at half of the fitted maximal effect; nearly all actives have a fitted effect of over 50% in size
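ADP (130 uM final) triggers the TbPYK reaction after compound addition; incubation is 45 min at room temperature. Kinase-Glo Plus is then added and luminescence imaged. Normalized data are fitted to concentration-effect curves.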
AmpC inh detg – qHTS Inhibitors of AmpC Beta-Lactamase (assay with detergent) | actives 0.041% (n = 370,000) | Potency, µM (series often up to 114 µM), for inactives: at the top dose activity change, negative = inhibition, most hits filed as inhibitors | AID 485294, 2010 | AmpC hydrolysis of nitrocefin, absorbance 480 nm, 0.01% Triton;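 further: potency means the concentration at half of the fitted maximal effect; 0% = no-compound wells and -100% = no-enzyme wells; nearly all actives have a fitted effect of over 25% in size; some results filed as inactive show a strong effect at the top dose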
Target sequence (P00811 whole entry, looked up): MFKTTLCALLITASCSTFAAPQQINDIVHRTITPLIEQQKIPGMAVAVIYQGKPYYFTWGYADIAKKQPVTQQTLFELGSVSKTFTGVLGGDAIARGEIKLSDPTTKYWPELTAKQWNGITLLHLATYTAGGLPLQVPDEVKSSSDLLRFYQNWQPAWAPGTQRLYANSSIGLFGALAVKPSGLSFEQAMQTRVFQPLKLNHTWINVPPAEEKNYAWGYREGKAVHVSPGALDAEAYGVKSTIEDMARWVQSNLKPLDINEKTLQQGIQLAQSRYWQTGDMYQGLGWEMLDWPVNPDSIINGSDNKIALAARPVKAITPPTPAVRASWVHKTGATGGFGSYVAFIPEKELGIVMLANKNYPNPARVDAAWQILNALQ
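AmpC (5.3 nM in the dispensed reagent) in 20 mM phosphate pH 7.0 with 0.01% (detergent screen) or 0.0001% Triton X-100 was preincubated with compounds for 15 min at room temperature. Nitrocefin was then added from an 800 uM solution, and hydrolysis was followed at 480 nm.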
AmpC no deterg – qHTS Inhibitors of AmpC Beta-Lactamase (assay without detergent); AmpC nitrocefin hydrolysis, absorbance 480 nm, 0.0001% Triton; Potency, µM (doses to about 57.1 µM), for inactives: top-dose activity change, negative = inhibition, most hits filed as inhibitors; actives 0.52% (n = 330,000); AID 485341, 2010;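 further: potency means the concentration at half of the fitted maximal effect; plate controls were no compound for no effect and no enzyme for full effect; nearly all actives have a fitted effect of over 20% in size; some results filed as inactive show a strong effect at the top dose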
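20 mM phosphate pH 7.0 + 0.01% (detergent screen) or 0.0001% Triton X-100; 5.3 nM AmpC reagent; cpd preinc 15 min RT; nitrocefin (800 uM stock) to start; A480 q20 s × 4 min; Activity was normalised to no-enzyme and no-compound control wells.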
AMA1 RON2 block – qHTS for Inhibitors of AMA1-RON; Towards Development of Antimalarial Drug Lead: Primary Screen | Potency, µM (highest dose often 58.2 µM), for inactives: at the top dose activity change, negative = inhibition, usual class: inhibitors | Plasmodium falciparum AMA1 (3D7) - RON2 peptide interaction | AlphaScreen AMA1-biotinylated RON2 peptide binding | AID 720542, 2013 | actives 0.2% (n = 360,000);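 further: potency means the concentration at half of the fitted maximal effect; 0% = vehicle wells and -100% = peptide control; nearly all actives have a fitted effect of over 45% in size; some results filed as inactive show a strong effect at the top dose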
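AMA1 (3D7) with his tag at 25 nM final met compounds first, then biotinylated RON2 peptide at 25 nM; detection used donor plus acceptor beads, 10 µg/mL apiece, read by AlphaScreen after 30 min at room temperature.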
Active calls of the source: *; ? = inconclusive; · = not tested or not shown; & = joins results of further samples; [ ] = dose if it differs, or a comment. Unless noted, the call rests on the fitted dose curve; in most records, active means well fitted curve in the direction sought with a large enough effect; inconclusive means small, poorly fitted or top-dose-only effect, or another doubt; inactive means no such curve, though single readings can be large; an effect the other way counts as inactive or inconclusive. Unless noted, on the % scale 0 is the no-effect control and ±100 the full control effect.

structure,LmPK inhibitor,AmpC inh detg,AmpC no deterg,TbPYK inhibitor,HCV inh,AMA1 RON2 block,HCMV inh
COc1ccc(S(=O)(=O)NCC2CCC(C(=O)NCc3ccco3)CC2)cc1 (stereo not drawn),1%,-1%,-1%,?,4%,-6%,-31
CCOC(=O)C(C(=O)Nc1nccs1)C1CCCCC1 (stereo not drawn),-3%,-22%,-19%,0%,9%,4%,-4
Cc1nc(NC(=O)c2ccco2)sc1-c1csc(Nc2ccc(Cl)cc2Cl)n1,-1%,?,-32%,-4%,?,21%,-77*
CCN(CC)S(=O)(=O)c1cccc(NC(=O)CN(C)Cc2cccc(OC)c2)c1,0%,-1%,17%,7%,?,-14%,?
CCn1nc([N+](=O)[O-])c2c(-c3nc4ccccc4o3)c(N)n(CCCOC)c2c1=O,4%,3%,-14%,-5%,?,-10%,-16
O=C(CNC(=O)c1ccccc1)NCCc1nc2ccccc2[nH]1,-4%,?,-17%,-8%,13%,-12%,-6
CC(=O)c1cc(N2CCC(C(=O)O)CC2)ccc1[N+](=O)[O-],-4%,8%,-18%,-3%,5%,-10%,-5
COc1cc(NC(=O)N2CCC(CN3CCCCCC3)CC2)cc(OC)c1OC,·,0%,·,-1%,·,·,17
Cc1cccc(N=C2NC(=O)CS2)c1,1%,?,-10%,3%,-1%,1%,21
CCOC(=O)c1c(CN(CC)CC)oc2cc(Br)c(O)cc12,3%,-3%,-17%,0%,10µM*,0%,19
CC1(C)CCCN(Cc2c(O)ccc3c(=O)c(-c4nc5ccccc5s4)c(N)oc23)C1,0%,0%,-44%,-3%,-2%,52%[activator],1
O=C(O)c1ccccc1C(c1ccc(O)cc1)c1ccc(O)cc1,-2%,-8%,-5%,-7%,12%,1%,12
Cc1[nH]c2ccccc2c1/C=N/NC(=O)Nc1ccccc1,8%,1%,-14%,1%,-11%,-1%,131
CCC(CO)Oc1cc(NC(=O)c2ccccc2C)c2ncn(C(C)C)c2c1 (stereo not drawn),·,·,10%,-4%,?,15%,-1
CCCC(=O)N(C)c1nnc(-c2ccc(OC)cc2)s1,-3%,-7%,54%,-6%,-3%,5%,-22
Cc1cc(C)n(-c2nnc(Cl)c3ccccc23)n1,0%,1%,-1%,4%,7%,-9%,1
CCOC(=O)N1CCN(C(=O)CCNS(=O)(=O)c2cc(Br)cnc2N)CC1,-2%,-11%,-4%,7%,7%,-9%,13
COc1cccc(C(=O)N2N=C(c3cccc(OC)c3)CC2(O)C(F)(F)F)c1 (stereo not drawn),-5%,0%,-23%,-3%,?,24%,7
CCC1CN(S(=O)(=O)c2cc(-c3cc(C)no3)ccc2C)c2cc(C)ccc2O1 (stereo not drawn),·,-5%,·,-2%,·,·,-37
CC(=O)c1ccc(NC(=O)C(C)NCc2ccccc2Cl)cc1 (stereo not drawn),-6%,9%,-9%,1%,-6%,-8%,-24

Later entries.
structure,LmPK inhibitor,AmpC inh detg,AmpC no deterg,TbPYK inhibitor,HCV inh,AMA1 RON2 block,HCMV inh
COc1ccc(-c2nnc(SCC(=O)NCCc3ccccc3)o2)cc1,-5%,-13%,-21%,17%,0%,14%,-1
O=C(Nc1ccc(S(=O)(=O)N2CCCCC2)cc1)c1ccccc1Cl,9%,?,-41%,-11%,?,1%,-11
CCOC(=O)c1oc2cc(O)cc(C)c2c(=O)c1-c1cscn1,17%,2%,-19%,0%,-1%,-2%,25
CCOC(=O)Cc1csc(NC(=O)CCNS(=O)(=O)c2ccc3c(c2)CCC(=O)N3)n1,-2%,2%,-27%,-6%,15%,4%,99
COc1ccc(NC(=O)C2CCCN(C(=O)c3cnn(-c4ccc(F)cc4)c3-n3cccc3)C2)cc1 (stereo not drawn),·,-7%,·,0%,·,·,28
C/C=C(\C)C(=O)NCCN1C2=NC[C@@H](C)N2C[C@H]1Cc1ccc(O)cc1,-7%,10%,-7%,0%,-11%,6%,-4
N#CNC1=NCN(Cc2ccccc2)CN1,-1%,-12%,-19%,-1%,10%,7%,-12
CC(OC(=O)C1CCN(S(=O)(=O)c2ccccc2)CC1)C(=O)Nc1ncc(Cl)cc1Cl (stereo not drawn),-1%,6%,17%,1%,-3%,-4%,7
COc1ccc(N2CCN(S(=O)(=O)c3ccc(-n4cnnn4)c(C)c3)CC2)cc1,-3%,0%,0%,-7%,11%,15%,-20
CCCCOC(=O)c1[nH]c2c(c1C)C(=O)CC(c1cc(OC)c(OC)c(OC)c1)C2 (stereo not drawn),2%,?,32µM*,-1%,2.5µM*,-10%,-63*
COc1ccc(C2(C)NC(=O)N(CC(=O)c3cc(C)n(C4CC4)c3C)C2=O)cc1OC (stereo not drawn),·,-5%,43%,-7%,-12%,-8%[11.6 µM],0
CC(=O)Nc1sc(-c2ccc(Cl)cc2)nc1-c1ccccc1,7%,5%,-8%,-7%,?,4%,0
O=C(NC1CCCCC1)C(c1ccccc1F)N(C(=O)c1csnn1)C1CCCC1 (stereo not drawn),7%,?,-1%,5%,4%,4%,-60*
CC1CCN(CCCNC(=O)CN2C(=O)CSc3ccc(S(=O)(=O)N4CCCCC4)cc32)CC1,6%,4%&-3%,6%,5%&-6%,4%,8%,-5&17
CCCC(=O)NC(=S)Nc1ccccc1F,-7%,3%,-22%,0%,?,13%,-1
CCN(CC)C(=O)CC(c1ccc2c(c1)OCO2)c1c(OC)cc(OC)c2c(-c3ccccc3)cc(=O)oc12 (stereo not drawn),-5%,1%,141%[activator],-8%,?,-29%,-4
CCOC(=O)c1ccccc1NC(=O)COC(=O)Cc1ccccc1F,·,-14%,-10%,-7%,4%,60%[activator],-3
CCOC(=O)c1cc(NC(=O)Nc2nccs2)c(C)nc1C,-2%,-9%,-41%,1%,-9%,-5%,-31
COc1ccccc1-n1c(-c2ccccc2Br)nc2ccccc2c1=O,1%,1%,31%,-18%,?,15%,?
O=C(Nc1ccc(F)cc1F)c1cc(Cl)sc1Cl,-3%,?,-15%,5%,2%,-6%,-35

Entries of single compounds, quoted from the list.
CC1CCN(CCCNC(=O)CN2C(=O)CSc3ccc(S(=O)(=O)N4CCCCC4)cc32)CC1 across the screens: LmPK inhibitor: 6%; AmpC inh detg: 4%&-3%; AmpC no deterg: 6%; TbPYK inhibitor: 5%&-6%; HCV inh: 4%; AMA1 RON2 block: 8%; HCMV inh: -5&17
COc1ccc(-c2nnc(SCC(=O)NCCc3ccccc3)o2)cc1 across the screens: LmPK inhibitor: -5%; AmpC inh detg: -13%; AmpC no deterg: -21%; TbPYK inhibitor: 17%; HCV inh: 0%; AMA1 RON2 block: 14%; HCMV inh: -1

Back to the main list with the five entries that preceded the break.
structure,LmPK inhibitor,AmpC inh detg,AmpC no deterg,TbPYK inhibitor,HCV inh,AMA1 RON2 block,HCMV inh
CCN(CC)C(=O)CC(c1ccc2c(c1)OCO2)c1c(OC)cc(OC)c2c(-c3ccccc3)cc(=O)oc12 (stereo not drawn),-5%,1%,141%[activator],-8%,?,-29%,-4
CCOC(=O)c1ccccc1NC(=O)COC(=O)Cc1ccccc1F,·,-14%,-10%,-7%,4%,60%[activator],-3
CCOC(=O)c1cc(NC(=O)Nc2nccs2)c(C)nc1C,-2%,-9%,-41%,1%,-9%,-5%,-31
COc1ccccc1-n1c(-c2ccccc2Br)nc2ccccc2c1=O,1%,1%,31%,-18%,?,15%,?
O=C(Nc1ccc(F)cc1F)c1cc(Cl)sc1Cl,-3%,?,-15%,5%,2%,-6%,-35
CCCCCc1c(C)nc(SCC(=O)O)[nH]c1=O,1%,-1%,-5%,4%,1%,-6%,20
COc1ccc2c(c1OC)C(=O)OC2Nc1nc(-c2cc3cc([N+](=O)[O-])ccc3oc2=O)cs1 (stereo not drawn),0%,-15%,-20%,0%,-9%,-25%,-27
Cc1ccc(-c2c(C(=O)N3CCN(c4cc(Cl)ccc4C)CC3)oc(=O)c3ccccc23)cc1,·,-4%,·,0%,·,·,12
O=C(NCc1ccccc1F)Nc1nnc([C@H]2C[C@H](O)[C@@H](CO)O2)s1,·,·,·,-17%,·,0%,-93*
Cc1ccc(/C=N/N=C/c2ccc(C)s2)s1,-10%,-4%,-23%,1%,?,-22%,86
CC1CN(C(=O)CCC(=O)NCc2ccccc2Cl)c2ccccc2S1 (stereo not drawn),1%,-12%,-4%,1%,-18%,21%,6
N#CCCn1cc(C(=O)Nc2ccccc2Br)c(-c2ccc([N+](=O)[O-])cc2)n1,4%,?,-15%,1%,13%,-16%,-33
COc1ccccc1N1CCN(Cc2c[nH]c3ccccc23)CC1,6%,7%,-7%,-3%,-6%,0%,21
O=C(CSc1nc(-c2cccs2)cc(C(F)(F)F)n1)NCc1ccccc1,5%,-2%,-4%,-2%,4µM*,0%,-17
Cc1ccc([N+](=O)[O-])cc1S(=O)(=O)NCCc1c(C)[nH]c2ccccc12,4%,?,-29%,5%,-11%,?,-6
Cc1ccc(Cn2cccc(C(=O)Nc3ccc(C)c(Cl)c3)c2=O)cc1,·,0%,·,0%,·,·,-17
COc1ccc2cc(CCNC(=O)CC(C)(C)C)c(=O)[nH]c2c1,-6%,-7%,-16%,0%,-11%,27%,?
CC(=O)c1cn(CCCCCCCCCCn2cc(C(C)=O)c(=O)[nH]c2=O)c(=O)[nH]c1=O,0%,-10%,-21%,·,·,·,·
O=C(NCCCn1ccnc1)C(=O)NCC(c1ccco1)N1CCN(c2ccccc2)CC1 (stereo not drawn),-4%,-7%,29%,25%,8%,-5%,-28

Compound activity as filed in PubChem BioAssay.
